Source: PubChem BioAssay
CHOP inhibitor: inhibitors of CHOP promoter induction, primary screen, cell-based, unfolded protein response, luciferase reporter; CHO-K1 CHOP-promoter luciferase, tunicamycin-induced, 15-18 h; inhibition, % at 10 µM; 220,000 tested, 3.8% active; AID 2732, 2010;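 active = compounds that reduced the stress-induced luciferase reporter signal by more than about 70% of percent inhibition, limit read from the data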;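 also: 0% = tunicamycin plus vehicle and 100% = wells without tunicamycin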
RBBP9 inh: human RBBP9 inhibitors, primary screen, biochemical, fluorescence polarization, FP-Rh probe, HTS. Serine hydrolase RBBP9 (Homo sapiens), O75884. recombinant RBBP9. inhibition, % at 7.94 µM. 220,000 tested, 0.2% active. AID 1515, 2009;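 active = inhibition above the campaign mean of all tested compounds plus 3 SD, cut at about 14% in these data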;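 also: plate controls were DMSO wells with RBBP9 for no effect and wells lacking RBBP9 protein for full effect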
Target sequence (O75884 whole entry, looked up): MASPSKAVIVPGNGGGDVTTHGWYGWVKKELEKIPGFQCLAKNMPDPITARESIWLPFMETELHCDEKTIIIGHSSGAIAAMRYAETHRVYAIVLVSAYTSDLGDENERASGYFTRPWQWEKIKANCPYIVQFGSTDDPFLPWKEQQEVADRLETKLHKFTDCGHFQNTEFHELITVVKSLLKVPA
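Test system: recombinant human RBBP9; Timing: 30 min then 45 min, 25 °C; Detection: fluorescence polarization; Control set: RBBP9 with DMSO as uninhibited control, no-protein wells as full inhibition; Compound dosing: one concentration, 7.94 µM nominal, 0.794% DMSO; Probe or stimulus: FP-Rh activity-based probe, 375 nM before mixing.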
TRPML3 agonist: human TRPML3 channel agonists, primary screen, cell-based, HEK293 TRPML3-YFP, Fluo-8 calcium fluorescence, 3 µM; Mucolipin-3 (Homo sapiens), Q8TDD5; 220,000 tested, 0.29% active; AID 1448, 2008; 100% = the carbachol control signal; activation, % at 3 µM;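 active = activation above its plate's cutoff, the mean activation of the plate's test wells plus 3 SD, cut at about 12% in these data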;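 also: 0% = DMSO only wells and 100% = carbachol wells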
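system = HEK293 cells stably carrying human TRPML3-YFP | doses = one concentration, 3 µM nominal, 0.3% DMSO | timing = dye loading 1 h 37 °C then 30 min ambient, 125 s read | detection = Fluo-8 calcium dye fluorescence, ex 470-495, em 515-575 nm | benchmarks = high control carbachol 87 µM, low control DMSO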
TNF necrop inh: inhibitors of TNF-alpha triggered necroptosis, primary screen, cell-based, Jurkat FADD-/-, single concentration | Jurkat FADD-/- TNF necroptosis rescue, ATP luminescence, 24 h; 0 = TNF only, 100 = no-TNF cells | activation (protection from cell death), % at 10 µM | 220,000 tested, 0.068% active | AID 463075, 2010;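 active = activation, meaning protection from cell death, of at least 50% relative to plate controls; inactive = activation below 50%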;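 also: necroptosis triggered by 40 ng/mL TNF-alpha added together with compound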
zfTRPN1 agonist: zebrafish TRPN1 channel agonists, primary screen, cell-based, HEK293, calcium fluorescence. AID 1424, 2008. activation, % at 3 µM. 220,000 tested, 0.18% active. transient receptor potential cation channel N1 (TRPN1/NompC), Danio rerio. HEK293 zebrafish TRPN1-YFP, Fluo-8 calcium fluorescence; 100% = response to 87 µM carbachol;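 active = activation above its plate's cutoff, the mean activation of test wells on that plate plus 3 SD, cut at about 19% in these data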;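 also: 0% = DMSO alone and 100% = 87 µM carbachol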
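Material – zebrafish TRPN1-YFP in HEK293 cells · Doses – 3 µM single point · Schedule – dye 1 h 37 °C plus 30 min RT · Signal – Fluo-8 calcium fluorescence, excitation 470-495 nm, emission 515-575 nm · Read-out – % activation versus carbachol response · Control set – carbachol high, DMSO low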
BaF3 parental: parental Ba/F3 cell viability inhibition, counter-screen for JAK2V617F inhibitor project, murine pro-B, CellTiter-Glo luminescence; CellTiter-Glo ATP luminescence; inhibition, % at 5.6 µM; 220,000 tested, 1.1% active; AID 1486, 2009;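 active = inhibition above a per-campaign cutoff, the mean inhibition of all tested compounds plus 3 SD, cut at about 27% in these data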;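 also: 0% = DMSO wells and 100% = JAK Inhibitor I control wells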
PPC-1+TRAIL kill: compounds killing PPC-1 cancer cells with TRAIL present, primary screen, TRAIL potentiator project, ATPLite luminescence, uHTS. cell killing (% activity), % at 4 µM. 220,000 tested, 0.41% active. PPC-1 cells + TRAIL, ATPLite viability luminescence. AID 1443, 2008;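 active = cell killing above 50% in the first pass at 4 µM, then a duplicate retest at 5 µM averaging 50% or more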;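 also: plate controls were cells with TRAIL plus DMSO for no effect and medium-only wells lacking cells for full effect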
Wee1 stabilizer: Wee1 degradation inhibitors, primary screen, cell-based, HeLa, Wee1K328M-luciferase, luminescence. Wee1-like protein kinase (Homo sapiens), P30291. HeLa Luc-Wee1K328M stability; 100% = proteasome inhibitor MG132 effect. reporter increase, % at 5 µM. 220,000 tested, 1.2% active;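 active = activation above the mean of all tested compounds plus 3 SD, set per screening run, cut at about 8.8% in these data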;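 also: cells exposed to compound for 20 h before luminescence read; 0% = DMSO alone and 100% = MG132 at 30 µM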
Target sequence (P30291 whole entry K328M): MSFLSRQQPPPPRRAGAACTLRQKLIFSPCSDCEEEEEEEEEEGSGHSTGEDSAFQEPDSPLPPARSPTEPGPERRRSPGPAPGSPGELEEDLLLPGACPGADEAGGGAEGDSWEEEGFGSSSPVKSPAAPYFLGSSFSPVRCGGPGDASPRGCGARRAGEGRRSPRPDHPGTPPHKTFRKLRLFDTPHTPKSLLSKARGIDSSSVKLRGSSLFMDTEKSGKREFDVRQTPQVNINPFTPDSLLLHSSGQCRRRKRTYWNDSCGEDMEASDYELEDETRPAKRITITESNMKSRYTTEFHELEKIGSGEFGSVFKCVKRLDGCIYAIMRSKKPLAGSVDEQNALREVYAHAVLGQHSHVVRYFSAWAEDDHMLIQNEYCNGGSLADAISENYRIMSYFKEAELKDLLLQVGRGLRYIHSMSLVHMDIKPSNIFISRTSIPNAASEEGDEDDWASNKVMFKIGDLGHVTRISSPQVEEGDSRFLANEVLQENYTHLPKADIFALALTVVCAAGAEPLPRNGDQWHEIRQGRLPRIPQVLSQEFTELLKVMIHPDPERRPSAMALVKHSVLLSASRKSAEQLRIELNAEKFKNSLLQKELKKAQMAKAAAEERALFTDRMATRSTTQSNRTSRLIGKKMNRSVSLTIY
Ba/F3 V617F tox: reduced viability of JAK2V617F-dependent Ba/F3 cells, primary screen, JAK2V617F inhibitor project, cell-based, Ba/F3 EpoR-JAK2V617F, luminescence; ATP luminescence; inhibition, % at 5.6 µM; 220,000 tested, 1.1% active; AID 1446, 2008;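 active = inhibition above the campaign mean plus 3 SD over all tested compounds, cut at about 24% in these data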;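 also: cytokine-independent growth of Ba/F3 cells driven by EpoR plus mutant JAK2; 0% = DMSO-treated cells and 100% = JAK inhibitor I control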
Active calls of the source: *; . = no result given.

SMILES | CHOP inhibitor | RBBP9 inh | TRPML3 agonist | TNF necrop inh | zfTRPN1 agonist | BaF3 parental | PPC-1+TRAIL kill | Wee1 stabilizer | Ba/F3 V617F tox
Cc1ccccc1CC1(CO)CCCN(Cc2ccc3c(c2)OCCO3)C1 (stereo not given) | 6.5 | 6.0 | 1.5 | 0.4 | 0.0 | 11.1 | 13.1 | -0.9 | 2.4
Cc1csc(NC(=O)c2nc3nc(C)cc(C)n3n2)n1 | 0.3 | -4.8 | 0.2 | 1.8 | 0.9 | 1.5 | 2.5 | 3.7 | -0.1
CCCc1c(C)c2c(C)[nH]nc2oc1=O | 19.3 | -0.3 | 0.2 | -3.0 | 1.9 | 7.7 | -2.0 | 0.7 | 0.8
Fc1cccc(CN2CCN(Cc3nc(CCc4ccccc4)no3)CC2)c1 | 18.5 | -4.2 | 1.4 | 0.2 | 0.8 | 3.0 | 13.1 | 0.7 | 0.5
CCOc1ncccc1C(=O)OCc1ccc(C(=O)OC)cc1 | -35.5 | -5.9 | 0.1 | -6.5 | -1.5 | 2.4 | 11.6 | 0.9 | -1.9
O=C(NC1(C(F)(F)F)NC(=O)N(Cc2ccccc2)C1=O)c1cccnc1 (stereo not given) | -7.6 | -3.0 | 0.8 | -0.8 | 0.4 | 1.1 | 9.9 | -1.4 | -4.2
CC(=O)Nc1ccc(OC(=O)c2ccco2)cc1 | 6.6 | -0.5 | 0.5 | -0.1 | -0.3 | 2.8 | 0.1 | 3.4 | -1.6
O=c1c2c3nc4ccccc4nc3n(CC3CCCO3)c2ncn1CCc1ccccc1 (stereo not given) | 15.4 | -6.2 | 0.8 | 0.7 | 0.5 | 3.0 | 3.7 | 3.6 | 1.5
CCNS(=O)(=O)c1cccc(C(=O)c2c(C)cc3ccccn23)c1 | 37.7 | -7.8 | -1.0 | -3.9 | -1.4 | 1.2 | 5.2 | -0.1 | -0.2
O=C(CNc1ccc(F)cc1)N/N=C1\CCc2ccccc21 | 13.5 | -5.5 | 1.4 | -1.1 | 0.4 | 6.9 | 21.3 | -1.7 | 2.1
O=C(/C=C/c1cccs1)c1ccc(Br)cc1 | . | 1.5 | -0.2 | 1.1 | -2.0 | 2.1 | 4.3 | 4.1 | 0.6
COc1ccc(-c2ccc(-c3nnc(-c4cc(OC)ccc4OC)o3)cc2)cc1 | -2.4 | -9.1 | 0.7 | -4.0 | 1.5 | 4.4 | -1.0 | 3.8 | 2.8
Clc1ccc(SCNc2ccccc2Cl)cc1 | 56.5 | -8.1 | 0.4 | -10.6 | -0.8 | -5.7 | 4.2 | -1.4 | 2.0
Cc1cc(C)c2nc(N3CCCN(C(=O)c4cnccn4)CC3)c(C#N)cc2c1 | 21.3 | -6.5 | -0.4 | -0.2 | -0.3 | 6.6 | 4.8 | 1.0 | -2.2
COc1ccc(-n2nc(C)c3onc(C)c3c2=O)cc1 | 0.6 | 4.0 | 0.5 | -0.4 | -0.1 | 2.3 | 4.6 | -3.9 | -5.2
COc1c(C)cc(C(=O)C2CCCN(Cc3cccc4nccnc34)C2)cc1C (stereo not given) | 15.4 | -0.7 | -0.2 | 1.6 | -0.7 | 1.6 | -1.1 | -0.5 | 5.5
Cn1c(N)c(C(=O)COC(=O)c2cc(C(F)(F)F)nc3ccccc23)c(=O)n(Cc2ccccc2)c1=O | 30.8 | -11.4 | 1.2 | 0.8 | 1.2 | 0.7 | -11.8 | -1.8 | 1.6
O=C(Oc1cccc2cccnc12)c1cccc(-n2cnnn2)c1 | 8.8 | -11.4 | 0.5 | -0.3 | 1.3 | 1.9 | 9.3 | -2.2 | -2.5
N#CC1=C(N)C2=CCCC[C@H]2[C@H](c2ccc(Br)cc2)C1(C#N)C#N | 99.3* | -5.2 | 1.0 | -0.8 | 0.2 | 5.2 | 4.9 | 3.6 | 0.8
NCCCNc1ccc([N+](=O)[O-])cc1C(F)(F)F | 16.4 | -2.8 | 1.1 | -0.9 | 1.5 | 2.7 | 15.1 | 2.0 | -0.2
COc1cccc(OC)c1C(=O)N1CCN(c2ccccn2)CC1 | -0.1 | -6.7 | -0.1 | -1.4 | 0.0 | 3.5 | 17.2 | 2.5 | 0.9
O=C(COC(=O)c1cccnc1Cl)NCCC1=CCCCC1 | -2.4 | -5.2 | -0.6 | -0.1 | -1.7 | 6.5 | 1.8 | -2.1 | -4.1
CCC(C)NS(=O)(=O)c1ccc(-c2csnn2)s1 (stereo not given) | -6.9 | -2.3 | -0.7 | -0.8 | 0.6 | 2.9 | 7.9 | -1.9 | 3.0
CC(C)c1ccc(NC(=O)c2cccc(Br)c2)cc1 | 84.3* | -8.6 | 1.1 | 0.6 | 0.0 | 7.7 | -9.2 | 5.0 | 5.9
O=C(CNC(=O)c1ccc(Br)o1)OCC(=O)c1cccc([N+](=O)[O-])c1 | 1.8 | -8.6 | 0.4 | -0.7 | -0.2 | 3.9 | 2.8 | 0.2 | 0.2

3 compounds from above, arranged by their value in TRPML3 agonist, highest first.
Compound	CHOP inhibitor	RBBP9 inh	TRPML3 agonist	Wee1 stabilizer
O=C(CNc1ccc(F)cc1)N/N=C1\CCc2ccccc21	13.5	-5.5	1.4	-1.7
O=C(CNC(=O)c1ccc(Br)o1)OCC(=O)c1cccc([N+](=O)[O-])c1	1.8	-8.6	0.4	0.2
Cc1csc(NC(=O)c2nc3nc(C)cc(C)n3n2)n1	0.3	-4.8	0.2	3.7

Later entries
SMILES | CHOP inhibitor | RBBP9 inh | TRPML3 agonist | TNF necrop inh | zfTRPN1 agonist | BaF3 parental | PPC-1+TRAIL kill | Wee1 stabilizer | Ba/F3 V617F tox
COc1ccc(-n2nnnc2SCc2nc(N)nc(N3CCOCC3)n2)cc1 | 33.2 | 14.8* | 1.2 | -2.5 | 0.6 | 7.1 | -5.5 | 3.7 | -2.2
S=C(NCC1CCCO1)Nc1ccc(Cl)cc1Cl (stereo not given) | 0.2 | -9.3 | -0.2 | 0.3 | 0.8 | 3.2 | 7.9 | -1.8 | -1.6
CC(C)(C)OC(=O)NCCC(=O)Oc1ccc2ccc(=O)oc2c1 | 16.3 | 4.6 | 0.5 | 0.0 | 0.9 | 0.8 | 8.7 | -1.6 | 0.5
CC(C)(C)OC(=O)N1CCC[C@H]1c1nnc(SCc2ccc(Cl)cc2Cl)o1 | 35.7 | -6.6 | 0.0 | -4.3 | -1.1 | -0.2 | 23.7 | -3.1 | -4.0
Cc1cc(=O)[nH]c(N/N=C/C(C)c2ccccc2)n1 (stereo not given) | 0.0 | -0.5 | 0.7 | -0.1 | 1.1 | -0.8 | -1.4 | 2.4 | 3.9
Cn1ccnc1SCC(=O)Nc1sccc1C#N | -24.7 | 0.5 | 0.6 | 0.5 | -0.7 | 0.2 | 21.1 | 5.1 | -3.1
COc1cc(NC(=O)c2ccco2)c(OC)cc1NC(=O)Nc1cccc(Cl)c1 | 63.0 | 0.8 | 0.4 | -7.3 | -0.2 | 5.4 | 3.0 | 0.2 | 1.9
COC(=O)c1ccccc1NC(=O)CSCC(=O)Nc1ccccc1 | 1.5 | 0.6 | 0.6 | -2.1 | -0.3 | 4.4 | -5.8 | 5.3 | 1.0
COc1cccc(C2c3c(oc4ccccc4c3=O)C(=O)N2c2ccccn2)c1 (stereo not given) | 52.2 | -6.6 | 0.2 | -1.5 | 0.3 | 1.5 | 35.8 | -0.5 | -2.9
COc1cccc(/C=C/C(=O)NCCc2ccc3c(c2)OCCO3)c1 | 3.5 | -2.6 | 0.1 | 2.3 | -1.1 | 1.7 | 7.2 | 0.4 | -2.0
Fc1ccc(-n2nnc(-c3cnc4ccccc4c3)n2)cc1 | 71.5* | -10.1 | 0.2 | -0.8 | -0.5 | -0.7 | 42.8 | 7.7 | 0.9
Cc1ccccc1NC(=O)NCCc1ccc(Cl)cc1 | -1.6 | -3.8 | 0.2 | 0.2 | -0.6 | 1.6 | 15.7 | 4.1 | 1.9
COC(=O)C1=CN(c2ccc(OC)cc2)C=C(C(=O)OC)C1c1ccc(C)c([N+](=O)[O-])c1 | -9.5 | -5.1 | 1.6 | 0.8 | 2.4 | 5.0 | 0.9 | 1.5 | -2.7
CN1CCN(S(=O)(=O)c2ccc(NC(=O)COc3ccccc3Cl)cc2)CC1 | -2.8 | -2.6 | 0.9 | 0.5 | 0.9 | -0.1 | 12.2 | -5.7 | -2.3
CCOC(=O)N1CCC(N2CCN(S(=O)(=O)c3ccc(NC(C)=O)cc3)CC2)CC1 | 20.6 | -1.3 | 0.9 | 1.3 | 0.7 | 2.3 | -13.0 | -1.9 | -4.1
CC1(C)C=C(c2ccc(O)cc2)CC(C)(C)N1 | 45.5 | -4.8 | 0.0 | -0.3 | 0.8 | 5.1 | -2.1 | 1.4 | -0.6
CCOC(=O)c1ccc(N2C(=O)CC(N3CCN(C(=O)c4ccco4)CC3)C2=O)cc1 (stereo not given) | -5.8 | -3.8 | 1.0 | -2.0 | 1.2 | -0.5 | 15.2 | 1.4 | -5.3
COc1ccc(OCC(=O)N/N=C(\C)c2ccc(-n3ccnc3)cc2)cc1 | 2.5 | -9.2 | 0.6 | 1.9 | -0.3 | 1.6 | 37.5 | 2.7 | 0.4
COc1ccc(C(=O)Nc2ccccc2-c2ccccc2)cc1Cl | 29.1 | -3.6 | -0.1 | 1.6 | -1.2 | 4.1 | 3.6 | -3.8 | -4.8
CC(C)C(NC(=O)c1ccccc1)C(=O)NCC(c1ccccc1)N(C)C (stereo not given) | 0.5 | -6.7 | 0.0 | 0.6 | -1.1 | 2.6 | 26.0 | 3.7 | 2.1
COc1ccc(OC)c(S(=O)(=O)n2nc(C)cc2C)c1 | 13.1 | -5.5 | 1.1 | 0.0 | 0.7 | 7.2 | 7.8 | -2.7 | 2.5
N/C(=N\S(=O)(=O)c1ccc(Cl)cc1)N1CCOCC1 | 13.5 | -4.7 | 1.0 | 1.1 | 1.1 | 3.2 | 27.9 | -2.8 | -6.3
